Yeast life ext: yeast lifespan extension; S. cerevisiae growth with nicotinamide, OD615; deaD strain in restrictive glucose medium; inhibition of the nicotinamide effect, % at 10 µM; hit rate 0.68% among 130,000;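 active = inhibition above a set limit, placed 3 SD over the median of all compounds, cut at about 26% in these data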;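 also: 0% = nicotinamide-treated wells and 100% = cells grown without nicotinamide; some compounds called inactive have numbers as strong as hits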
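assay system = DeaD-strain S. cerevisiae | measured by = absorbance at 615 nm | probe or stimulus = nicotinamide 1.5 mM | buffer or medium = CSMM-D glucose medium, restrictive | times = 48 h at 30 °C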
HCT116 PTEN-null: growth suppressors of cells with PTEN tumor suppressor deletion; hit rate 1.2% among 140,000; HCT116 PTEN-null viability, CellTiter-Glo, 60 h; active compounds read low; AID 827; viability, % at 10 µM;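 active = viability at or below a set limit, 4 SD under the median of all tested compounds, cut at about 3.7% in these data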;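 also: PTEN knockout HCT116 line with beta catenin targeted HCT116 as companion control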
Measles CPE: protection of cells from measles virus | Measles virus-infected cells, CPE protection, absorbance | AID 841 | hit rate 1.5% among 140,000 | protection (pct of control), % at 4 µM; in the data active = protection mostly above about 24%, no sharp cut-off; inactive = mostly below about 26%; also: some compounds called inactive have numbers as strong as hits
HCT116 bCat-KO: beta-catenin-lacking colon tumor cell growth suppression. HCT116 beta-catenin knockout viability, CellTiter-Glo, 60 h; active compounds read low. viability, % at 10 µM. hit rate 1.5% among 140,000. AID 818;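 active = viability at or under a set limit, the compound median less 4 SD, cut at about 6% in these data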;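 also: 0% = Hyamine 1622 control at 20 µM and 100% = untreated cell control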
E-sel TNF inh: blocks E-selectin expression induced by TNF alpha; hit rate 0.71% among 120,000; HUVEC TNFa-induced E-selectin immunofluorescence, high content; AID 1246; inhibition, % at 2 µM;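 active = inhibition above the batch mean plus 3 SD, and confirmed as a hit on visual image review, cut at about 43% in these data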;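 also: 0% = TNF-stimulated DMSO wells and 100% = unstimulated control wells; not every result past the cut was called active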
Yeast growth inh: reduces growth of yeast BB579 in restrictive medium. S. cerevisiae BB579 growth, OD615, 48 h. inhibition, % at 10 µM. hit rate 0.51% among 140,000. AID 804;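 active = inhibition above a set limit, 3 SD over the mean compound inhibition, cut at about 44% in these data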; also: inactives centre near -24
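Assay system – yeast BB579 (DeaD) · Dosing – single compound dose of 10 µM, 0.25% DMSO final · Detection – OD615 turbidity measurement · Buffer or medium – CSMM-D restrictive synthetic medium containing dextrose (glucose) · Benchmarks – positive control amphotericin B 10 µg/mL · Incubation – 48 h exposure, 30 °C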
NPY-Y2 antag: antagonists of human neuropeptide Y receptor Y2; P49146; NPY-Y2 expressing cells, antagonist mode; inhibition, % at 2.7 µM; hit rate 0.99% among 140,000; AID 793; in the data active = inhibition above about 17%;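 also: 0% = vehicle with agonist challenge and 100% = reference antagonist with challenge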
Target sequence (P49146 whole entry, looked up): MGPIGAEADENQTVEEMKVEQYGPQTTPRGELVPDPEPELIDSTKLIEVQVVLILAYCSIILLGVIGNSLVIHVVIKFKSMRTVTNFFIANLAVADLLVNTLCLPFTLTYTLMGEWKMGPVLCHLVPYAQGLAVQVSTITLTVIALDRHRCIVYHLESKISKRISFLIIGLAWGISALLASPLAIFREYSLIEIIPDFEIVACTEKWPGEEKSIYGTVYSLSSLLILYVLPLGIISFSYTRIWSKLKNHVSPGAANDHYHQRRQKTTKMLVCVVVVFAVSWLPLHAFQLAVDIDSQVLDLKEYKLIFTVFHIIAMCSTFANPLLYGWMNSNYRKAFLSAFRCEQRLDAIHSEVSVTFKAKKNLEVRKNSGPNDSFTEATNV
MRP1 act: activators of MRP-1; H69AR cells + doxorubicin, viability rescue, CellTiter-Glo; viability increase, % at 10 µM; hit rate 0.61% among 140,000; AID 799;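 active = viability gain under doxorubicin at or above a set limit, the compound median plus 3 SD, cut at about 4.7% in these data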;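 also: MRP-1 overexpressing cells given doxorubicin 25 µM after compound pretreatment; 18-22 h compound pretreatment then 72 h with doxorubicin before readout; 0% = doxorubicin-only wells and 100% = vehicle-treated cells without doxorubicin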
GALR2 blocker: GALR2 (human) receptor antagonism. O43603. hit rate 0.39% among 140,000. AID 828. GALR2-expressing cells, antagonist mode. inhibition, % at 4 µM; in the data active = inhibition above about 27%;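 also: cells stimulated with galanin 1-16 at roughly its EC80; 0% = agonist challenge control and 100% = basal control without agonist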
Target sequence (O43603 whole entry, looked up): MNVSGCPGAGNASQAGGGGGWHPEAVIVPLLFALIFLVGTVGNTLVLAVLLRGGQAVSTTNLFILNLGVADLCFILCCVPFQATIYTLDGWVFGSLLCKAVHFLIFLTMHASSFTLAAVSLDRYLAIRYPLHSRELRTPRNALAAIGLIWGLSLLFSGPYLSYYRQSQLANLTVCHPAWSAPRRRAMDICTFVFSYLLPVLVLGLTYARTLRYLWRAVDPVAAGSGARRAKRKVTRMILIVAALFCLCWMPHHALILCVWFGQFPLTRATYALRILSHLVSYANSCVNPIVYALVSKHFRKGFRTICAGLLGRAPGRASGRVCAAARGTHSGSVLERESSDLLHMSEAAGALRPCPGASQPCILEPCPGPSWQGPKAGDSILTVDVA
Phagocytosis inh: blocks phagocytosis by macrophages; J774A.1 macrophage IgG-bead phagocytosis, imaging; inhibition, % at 5 µM; hit rate 0.07% among 110,000; AID 1029;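 active = inhibition above the mean of the plate negative controls plus 5 SD, cut at about 13% in these data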;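 also: phagocytic index as fraction of beads internalized from green versus red external bead signal; plate controls were DMSO negative control for no effect and cytochalasin-D positive control for full effect; some results beyond the cut were filed as inactive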
The depositor's hits bear a star; / = no result given.

SMILES	Yeast life ext	HCT116 PTEN-null	Measles CPE	HCT116 bCat-KO	E-sel TNF inh	Yeast growth inh	NPY-Y2 antag	MRP1 act	GALR2 blocker	Phagocytosis inh
O=S(=O)(c1ccc(Cl)cc1)c1snnc1-c1ccccc1	16	1.8*	8	2.8*	6	3	6	-6.2	20	-1
Cc1ccc(-c2nc(CS(=O)CC(=O)NCc3ccc(Cl)cc3)c(C)o2)cc1 (stereo unspecified)	-2	89	21	79	/	-37	11	-4.0	1	0
CSc1ncc(Cl)c(C(=O)C(C#N)c2nc3c(C)cc(C)cc3c(=O)[nH]2)n1 (stereo unspecified)	-5	98	34	95	/	-21	8	-1.9	5	/
CNC(=O)COC(=O)c1cc(=O)[nH]c2ccccc12	54*	99	2	86	/	8	-1	-0.8	0	/
COc1ccc(C)cc1NC(=O)C(Sc1nnc(Nc2cc(C)ccc2OC)s1)c1ccccc1 (stereo unspecified)	9	75	4	73	/	-60	4	-3.1	5	-6
COc1ccc(-n2c(=S)[nH]c3cc(C(=O)NCc4ccco4)ccc3c2=O)cc1OC	-1	95	5	91	67*	-17	4	0.2	1	-4
Cn1c(SCC(=O)c2cc3ccccc3o2)nnc1-c1ccccc1	-3	110	7	99	/	-25	6	-3.1	11	0
COc1cccc(OCc2nc3ncc(Br)cc3[nH]2)c1	-16	18	8	11	1	8	4	-2.1	12	3
Cc1ccc(NC(=O)C2CCCN2S(=O)(=O)c2ccc3c(c2)n(C)c(=O)c(=O)n3C)cc1C (stereo unspecified)	10	88	15	85	24	-17	-2	-0.9	2	/
Cc1cnc(C(=O)OCC(=O)N(C(C)C)C(C)C)cn1	-9	94	15	101	-33	-3	1	-2.6	-8	0
COc1ccc(NC(=O)c2[nH]c(C)c(C(C)=O)c2C)cc1Cl	-14	84	9	86	/	-51	2	-1.7	10	-1
COCCN(CC(=O)NCc1ccccc1)C(=O)CCC(=O)Nc1ccccn1	-14	98	8	103	-7	11	8	-2.3	-3	0
CC(C)CC(=O)Nc1nnc(-c2ccco2)s1	-9	102	13	106	-8	-8	-1	0.2	-17	/
Cc1ccc(C(=O)Cn2c(C(=O)/C=C/c3ccccc3)nc3ccccc32)cc1	-10	9	3	14	1	-40	3	-1.6	10	/
COC(=O)C1=C(C)NC(=O)NC1c1ccsc1 (stereo unspecified)	-3	97	24	110	-9	-38	-2	-0.7	3	/
CC(C)Oc1ccc(/C(O)=C2/C(=O)C(=O)N(CCN3CCOCC3)C2c2ccccc2)cc1 (stereo unspecified)	-15	104	0	101	-4	-37	1	-0.9	0	3
CCn1nc(NC(=O)c2cccnc2)c2cc3cccc(C)c3nc21	-19	102	11	94	/	-52	3	-1.5	-7	0
Cc1occc1C(=O)n1nnc2ccccc21	-9	90	10	96	10	11	3	-0.4	-2	0
COC(=O)c1ccccc1NC(=O)c1nc2nc(C)cc(C)n2n1	-8	86	15	90	-26	9	2	-2.3	-6	-2
COc1ccc(-c2nnn(CC(=O)N(CCO)C(C(=O)NC3CCCC3)c3ccc(F)cc3)n2)cc1 (stereo unspecified)	-4	94	16	92	6	-17	1	-0.4	2	3

Complete entries, quoted from the list. Screens in order: Yeast life ext, HCT116 PTEN-null, Measles CPE, HCT116 bCat-KO, E-sel TNF inh, Yeast growth inh, NPY-Y2 antag, MRP1 act, GALR2 blocker, Phagocytosis inh
COCCN(CC(=O)NCc1ccccc1)C(=O)CCC(=O)Nc1ccccn1 as listed: -14, 98, 8, 103, -7, 11, 8, -2.3, -3, 0
Cc1ccc(C(=O)Cn2c(C(=O)/C=C/c3ccccc3)nc3ccccc32)cc1 as listed: -10, 9, 3, 14, 1, -40, 3, -1.6, 10, /
Cn1c(SCC(=O)c2cc3ccccc3o2)nnc1-c1ccccc1 as listed: -3, 110, 7, 99, /, -25, 6, -3.1, 11, 0
Cc1ccc(-c2nc(CS(=O)CC(=O)NCc3ccc(Cl)cc3)c(C)o2)cc1 (stereo unspecified) as listed: -2, 89, 21, 79, /, -37, 11, -4.0, 1, 0
CNC(=O)COC(=O)c1cc(=O)[nH]c2ccccc12 as listed: 54*, 99, 2, 86, /, 8, -1, -0.8, 0, /

Returning to the listing; the 5 compounds before the break are reprinted first.
SMILES	Yeast life ext	HCT116 PTEN-null	Measles CPE	HCT116 bCat-KO	E-sel TNF inh	Yeast growth inh	NPY-Y2 antag	MRP1 act	GALR2 blocker	Phagocytosis inh
CC(C)Oc1ccc(/C(O)=C2/C(=O)C(=O)N(CCN3CCOCC3)C2c2ccccc2)cc1 (stereo unspecified)	-15	104	0	101	-4	-37	1	-0.9	0	3
CCn1nc(NC(=O)c2cccnc2)c2cc3cccc(C)c3nc21	-19	102	11	94	/	-52	3	-1.5	-7	0
Cc1occc1C(=O)n1nnc2ccccc21	-9	90	10	96	10	11	3	-0.4	-2	0
COC(=O)c1ccccc1NC(=O)c1nc2nc(C)cc(C)n2n1	-8	86	15	90	-26	9	2	-2.3	-6	-2
COc1ccc(-c2nnn(CC(=O)N(CCO)C(C(=O)NC3CCCC3)c3ccc(F)cc3)n2)cc1 (stereo unspecified)	-4	94	16	92	6	-17	1	-0.4	2	3
CC(Nc1n[nH]c(=S)[nH]c1=O)C(=O)OCc1ccccc1 (stereo unspecified)	-1	88	10	86	/	-49	5	-1.7	2	-1
CCOC(=O)N1CCN(S(=O)(=O)c2ccc3c(c2)CCN3C(=O)C2CCC2)CC1	-4	83	4	96	-1	5	2	-1.4	5	-3
CC12CN3CCN(CC(C3)/C1=N/NC(=O)Nc1ccccc1)C2	1	94	5	93	/	-17	3	-0.8	-2	-5
Cc1nc2ccccc2c(=O)n1Nc1cccc(Cl)c1	16	88	6	91	-8	-57	1	0.2	-8	-1
COc1ccc(C2CC(=O)C=C(O)C2)cc1 (stereo unspecified)	8	95	2	99	0	-20	4	-1.5	4	-3
Cn1c(=O)c2c(nc(NCc3ccccc3)n2CC(=O)NCc2ccccc2)n(C)c1=O	-1	94	0	90	4	-19	-2	-3.5	5	-1
Cc1ccccc1NCC(=O)N/N=C/C(Br)=C/c1ccccc1	-3	43	10	55	-7	-24	4	-1.5	11	/
O=C(OCC#CCSc1nc2ccccc2s1)c1ccco1	-4	88	6	81	14	-35	8	-5.1	-11	-1
Nc1c(Nc2ccccc2)c2ccccc2oc1=O	-26	106	11	98	-12	48*	6	-3.5	-9	0
Cc1cc(NC(=O)COC(=O)C(Nc2ccc(C(F)(F)F)cc2Cl)C(C)C)no1 (stereo unspecified)	-4	51	14	62	8	-34	-2	-0.6	5	0
CCCCc1c(C)c2ccc(OCC(C)=O)cc2oc1=O	-25	97	1	83	/	11	2	-4.0	-1	0
COC(=O)c1cncc(O)c1	-1	103	7	98	15	-5	0	-0.3	-11	0
CCSc1ncc(Cl)c(C(=O)Nc2ccccc2)n1	-5	80	2	89	/	-21	3	-0.1	-1	-6
Cc1cccc(NC(=S)N(C)Cc2cn(C)c3ccccc23)c1	-1	76	13	76	/	-36	3	-3.3	7	-9
OCCN1CCN(CC(O)COc2ccc3c(c2)OCO3)CC1 (stereo unspecified)	-2	94	6	105	4	-15	0	-1.4	5	0
c1ccc(Oc2cc(-c3ccccc3)ncn2)cc1	-13	95	26	98	9	-2	0	0.2	7	/
COCCNC(=O)/C(C#N)=C/C(C)=C/c1ccccc1	-1	97	22	82	-20	-15	6	-4.3	17	-8
N#CCSc1nnc(-c2ccccc2)c(-c2ccccc2)n1	-8	62	0	74	/	-24	3	-1.3	-8	-1
COC(=O)c1ccc(CSc2ncn[nH]2)o1	-1	114	9	96	-37	-48	1	3.3	7	0
Fc1cccc(-c2cc3nc4c(c(N5CCC6(CC5)OCCO6)n3n2)CCCC4)c1	-10	54	3	62	-14	-18	9	-4.2	17	-2

Marked active in Yeast growth inh, of those listed so far:
compound | Yeast life ext | Measles CPE | E-sel TNF inh | Yeast growth inh | NPY-Y2 antag | GALR2 blocker | Phagocytosis inh
Nc1c(Nc2ccccc2)c2ccccc2oc1=O | -26 | 11 | -12 | 48* | 6 | -9 | 0

The list goes on:
SMILES	Yeast life ext	HCT116 PTEN-null	Measles CPE	HCT116 bCat-KO	E-sel TNF inh	Yeast growth inh	NPY-Y2 antag	MRP1 act	GALR2 blocker	Phagocytosis inh
O=C(Nc1ccc2sc3ccccc3c(=O)c2c1)c1ccccc1Cl	-16	78	0	78	-4	-13	1	-2.6	0	/
CC1CCN(c2c(NCC3CCC(C(=O)NCCc4ccccc4)CC3)c(=O)c2=O)CC1 (stereo unspecified)	4	95	20	89	-5	-24	4	-1.4	8	/
COC(=O)c1ccc(NC(=O)C(=O)N2CCN(C(=S)Nc3ccccc3OC)CC2)cc1	2	101	9	92	/	-35	2	2.7	15	-2
CN(C)S(=O)(=O)c1ccc(Nc2nc(C3CC3)nc3c2nnn3Cc2ccccc2Cl)cc1	3	13	23	12	/	-4	1	-3.4	6	-8
Cc1ccc(C(=O)Nc2c(-c3cccs3)nc3cc(C)ccn23)cc1	-8	103	16	96	31	-62	2	-0.7	3	1
Cc1cc(=O)oc2cc(OCC(O)CN3CCN(c4ccccc4)CC3)ccc12 (stereo unspecified)	-2	95	8	88	14	-27	4	-2.1	-2	-3
CCn1c(CN2CCN(c3cccc(C)c3C)CC2)n[nH]c1=S	1	87	7	89	8	-54	3	-1.4	11	-3
CN1C(=S)SC(/[N+]([O-])=C\c2cccs2)C1(C)C (stereo unspecified)	0	95	15	101	6	-22	2	-0.3	6	2
Cc1cc2c3c(c1)C(C)(c1ccccc1)CC(C)(C)N3C(=O)C21C(C#N)=C(N)OC2=C1C(=O)CC(C)(C)C2 (stereo unspecified)	2	21	21	35	7	-43	-2	-5.2	-26	2
CCN1CC2([N+](=O)[O-])CC=C(OC)C([N+](=O)[O-])(C1)C2 (stereo unspecified)	4	92	6	98	/	7	2	-1.8	3	-10
COc1cccc(C(=O)OCC(=O)Nc2ccccc2N2CCOCC2)c1	-20	81	6	88	4	-42	0	-2.0	-1	0
O=C(NCc1ccccc1)c1ccc(-c2ccccc2F)o1	-14	106	2	100	-29	-29	7	-0.9	2	0
COc1nc(C)nc2c1sc(=S)n2C	-6	100	13	102	/	-16	1	2.8	1	0
O=C(NCCCn1ccnc1)c1cc2c(s1)CCCCC2	-12	81	30	76	2	-22	3	-2.4	-6	-3
O=C1NC(Cc2c[nH]c3ccccc23)C(=O)N1c1ccc(F)cc1 (stereo unspecified)	-11	105	9	100	0	-55	-1	-1.7	-4	/
Cc1ccc(C(=O)N2CCCC2)c(F)c1F	5	80	4	105	12	-12	3	0.1	10	0
COc1cccc(Nc2ncnc3nc[nH]c23)c1	-8	105	9	112	/	-10	1	-2.7	2	0
CCOC(=O)c1cccc(NC(=O)CS(=O)(=O)Cc2nc(-c3cccc(OC)c3)oc2C)c1	-10	89	30	83	-9	-84	5	-0.4	-2	/

Screens as filed in PubChem BioAssay.
